Rhodamine fluor: compound autofluorescence in rhodamine spectral region; hit rate 0.05% among 59,000; max dye-equivalent concentration, M; Rhodamine-region fluorescence, 547/598 nm, Tris buffer; active compounds read high; in the data active = max dye-equivalent concentration above about 11 nM; inconclusive = between about 1.1 nM and that limit
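qHTS spectral profiling of compounds without any target or enzyme present, in pH 8.0 Tris buffer; plates were read after a 15-minute room-temperature incubation using the rhodamine-region filter set.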
Texas Red fluor: compound fluoresces in the Texas Red spectral region | AID 587 | hit rate 0.06% among 59,000 | max dye-equivalent concentration, M | Compound fluorescence, Texas Red channel, 547/618 nm; active compounds read high; in the data active = max dye-equivalent concentration above about 10 nM; inconclusive = between about 1.1 nM and that limit
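Compound titrations in 100 mM Tris pH 8.0 were incubated 15 min at room temperature and read at 547 nm excitation / 618 nm emission. Texas Red six-point standard curve on each plate converted fluorescence to dye-equivalent concentration.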
USP2a inhib: inhibitors of human ubiquitin-specific protease USP2a. USP2a enzymatic assay, qHTS inhibition. AID 927. O75604. hit rate 0.1% among 60,000. Potency, µM (doses to about 38.3 µM), inactives show top-dose activity change, negative = inhibition, hits mostly inhibitors;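 note: potency is the fitted concentration of half-maximal effect; nearly all actives have a fitted effect of over 60% in size; plate controls were DMSO for no effect and NEM full inhibition control for full effect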
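USP2 core (20 nM final) was preincubated with compound for 30 min at RT in 20 mM Tris-HCl pH 8.0, 2 mM CaCl2, 2 mM beta-mercaptoethanol; Ub-PLA2 (20 nM) plus NBD C6-HPC (20 uM) then added, fluorescence read after 2.5 h.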
Tau fil binding: tau filament binding; P10636; recombinant tau filaments, thioflavin S fluorescence, 15 h; filaments grown with octadecylsulfate alongside compound; Potency, µM (top dose mostly 57.1 µM), inactives show at the highest dose activity change, negative = inhibition; hit rate 2% among 71,000;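 note: potency is the fitted concentration of half-maximal effect; % is set by controls: 0 for no effect and ±100 for the full control effect; actives lower thioflavin S fluorescence by blocking filaments or displacing dye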
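Recombinant tau protein (human, 1 uM final) plus 30 uM ODS in HEPES pH 7.4 with NaCl, DTT and thioflavine S. Compound present from the start; fluorescence at 510 nm after 15 h, 37 C.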
Casp7 inh: caspase-7 (human) inhibition, allosteric or competitive. P55210. recombinant caspase-7, Ac-DEVD-AFC fluorescence rate. Potency, µM (titrated, usually from 57.5 µM), without a hit: at the top dose activity change, negative = inhibition, actives largely listed as inhibitors. hit rate 0.02% among 75,000. AID 889; active = well fitted inhibition curve with a large enough effect in the main read-out, with a control signal flat, not every such curve was filed as active; inconclusive = small, poorly fitted or top-dose-only effect, or a change in a side signal; note: potency is the fitted concentration of half-maximal effect; % of control where 0% means no effect
HADH2 inh: inhibitors of human HADH2 dehydrogenase. Q99714. recombinant HADH2, NADH fluorescence, beta-hydroxybutyryl-CoA. Potency, µM (titrated, usually from 57.1 µM), inactives show top-dose activity change, negative = inhibition, actives largely listed as inhibitors. hit rate 3.4% among 73,000; note: potency is the fitted concentration of half-maximal effect; % is set by controls: 0 for no effect and ±100 for the full control effect; nearly all actives have a fitted effect of over 60% in size; many of its hits are not listed in these tables
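NADH fluorescence (ex 360/em 450 nm) read every 30 s for 4 min; activity taken as last-minus-first time point difference. Enzyme 20 nM, NAD+ 1 mM, beta-hydroxybutyryl-CoA 90 uM, pH 9.0 Tris buffer.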
Casp1 inh: blocks human caspase-1 allosterically or competitively. P29466. Caspase-1 enzyme, Ac-WEHD-AFC fluorogenic rate. Potency, µM (highest dose often 57.5 µM), for the others: at the top dose activity change, negative = inhibition, usual class: inhibitors. hit rate 0.03% among 75,000. AID 900;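 note: potency is the fitted concentration of half-maximal effect; plate controls were vehicle for no effect and no substrate for full effect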
Luciferase inh: inhibitors of firefly luciferase | P08659 | purified firefly luciferase, luminescence, 8 min | Potency, µM (series often up to 57.1 µM), for the others: top-dose activity change, negative = inhibition, actives largely listed as inhibitors | hit rate 2.2% among 72,000 | AID 411; note: potency is the fitted concentration of half-maximal effect; % is set by controls: 0 for no effect and ±100 for the full control effect; nearly all actives have a fitted effect of over 40% in size
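Here, luciferase activity is measured as luminescence following an 8 min room-temperature reaction at 10 uM ATP, pH 7.2. Every library sample is titrated.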
ERK AVP block: blocks ERK signaling stimulated by vasopressin; HEK293-V1b, vasopressin-stimulated pERK AlphaScreen; hit rate 0.99% among 72,000; Potency, µM (titrated, usually from 57.5 µM), without a hit: at the highest dose activity, negative = inhibition, usual class: inhibitors; AID 995; note: potency is the fitted concentration of half-maximal effect; % is set by controls: 0 for no effect and ±100 for the full control effect; nearly all actives have a fitted effect of over 55% in size
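V1b-HEK293 cells; cpd 30 min 37C; 25 nM vasopressin 5 min; lyse 10 min; AlphaScreen beads 5 hr RT. Normalized to DMSO basal and 25 nM vasopressin; AC50 by Hill fit.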
HEK293 cAMP ctrl: counter-screen for TSHR agonists: cAMP increase in parental HEK293; parental HEK293 CNG cAMP sensor, membrane potential fluorescence; Potency, µM (series often up to 57.1 µM), without a hit: top-dose activation, hits mostly activators; AID 938; hit rate 2.5% among 73,000; note: potency is the fitted concentration of half-maximal effect; % of control where 0% means no effect; nearly all actives have a fitted effect of over 55% in size
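Parental HEK 293 cells stably expressing a cAMP-gated CNG channel were loaded with membrane potential dye containing 100 uM RO 20-1724 for 60 min. Compound added for 30 min; depolarization read as fluorescence intensity at 590 nm.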
Fluorescein fluor: fluorescein region autofluorescence; max fluorescein-equivalent concentration, M; Compound autofluorescence, 480/540 nm, fluorescein-equivalent; active compounds read high; AID 593; hit rate 0.91% among 59,000; in the data active = max fluorescein-equivalent concentration above about 10 nM; inconclusive = between about 1.1 nM and that limit
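Fluorescein stocks ranging 3 mM down to 300 nM, plus DMSO blanks, were pinned alongside compounds to build a per-plate standard curve. Buffer: 100 mM Tris, pH 8.0. Incubation 15 min, room temperature; filters 480/540 nm.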
An asterisk follows results filed as active; i = inactive; ? = inconclusive; . = not tested or not shown; & = joins results of further samples; ! = not active in a repeat; [ ] = remark or other dose. Unless noted, calls come from the whole dose curve; as a rule, active = well fitted curve in the direction sought with a large enough effect; inconclusive = small, poorly fitted or top-dose-only effect, or another doubt; inactive = no such curve, though single readings can be large; an effect the other way counts as inactive or inconclusive. These rows are one share of the data (hit frequency here may not be typical).

Order of results: Rhodamine fluor | Texas Red fluor | USP2a inhib | Tau fil binding | Casp7 inh | HADH2 inh | Casp1 inh | Luciferase inh | ERK AVP block | HEK293 cAMP ctrl | Fluorescein fluor
1: COc1ccc2c(c1)C13CCCC[C@@H]1C(C2)N(C)CC3 (stereo partly specified)
→ i | i | -4%[17.1 µM] | -14%[25.6 µM] | 1%[25.7 µM] | 2%[25.6 µM] | 0%[25.7 µM] | 1%[25.5 µM] | 8%[25.7 µM] | 10%[25.6 µM] | ?
2: CNC(=O)O/N=C/C(C)(C)SC
→ . | . | -5% | 5% | 0% | 0% | -2% | . | -11% | 27% | .
3: O=c1[nH]c(=O)n(Cc2ccco2)c(O)c1C=NCc1ccco1
→ i | ? | 7% | -6% | -1% | ? | -2% | -2% | -15% | -1% | ?
4: Nc1ccc(Cl)c(Cl)c1
→ . | . | . | 2% | 0% | -2% | -1% | . | -1% | -3% | .
5: COc1ccccc1N=C1SCCCN1C
→ i | ? | 8% | 2% | 0% | -15% | -4% | 1% | 2% | ? | i
6: CCCCn1c(O)c(C(CC)=NCCN2CCCCC2)c(=O)[nH]c1=O
→ i | i | 32%[activator] | -8% | -3% | -2% | -4% | -2% | -7% | 1% | i
7: O=C(O)/C=C(\CC(=O)O)C(=O)O
→ i | i | -7% | -3%[11.4 µM] | 1%[11.5 µM] | -11%[11.4 µM] | 2%[11.5 µM] | 0%[11.4 µM] | 0%[11.5 µM] | ? | i
8: O=C(OCCCCN1C(=O)c2ccccc2C1=O)c1ccc(Br)o1
→ i | i | 0% | -18% | -1% | -14% | -2% | 5% | -12% | ? | ?
9: CN1CCN(c2ccc3ccccc3n2)CC1
→ i | i | 0% | ? | 1%&-1% | 2%&-9% | -1%&0% | -4%&-3% | 18%&10% | 13%&21% | ?
10: CC(C)[C@H](CO)Nc1nc(Nc2cccc(Cl)c2)c2ncn(C(C)C)c2n1
→ i | i | . | -22%&5% | -4% | -1%&9% | -4% | 2%&-2% | ? | 9%&8% | ?
11: COc1ccccc1N1CCNCC1
→ i | ? | -9%&2% | -20% | -1%&-1% | 8% | 0%&4% | -7% | -1%&4% | 4% | i
12: COc1cccc(N2C(=O)NC(=O)C3(Cc4cc(C)ccc4N(C)C3)C2=O)c1 (stereo unspecified)
→ i | ? | 4% | 2% | -4% | 6% | -1% | 1% | 1% | 14% | i
13: CC(=O)N1C[C@@H]2C[C@H](C1)c1cccc(=O)n1C2
→ i | i | . | -26% | . | 14% | . | -1%[11.4 µM] | . | 1% | i
14: COc1ccccc1CN1CCN(C(=O)COc2ccccc2)CC1
→ i | i | 0% | 1% | -1% | -4% | 1% | 0% | -13% | 14% | i
15: N[C@H](CP(=O)(O)O)C(=O)O
→ i | i | -2% | -16%&-5% | 3% | 5%&-6% | 2% | 2%&-1% | 4% | ? | ?
16: N#CC1=C(N)Oc2c(c(=O)oc3ccccc23)C1c1ccc(OC(=O)N2CCOCC2)cc1 (stereo unspecified)
→ i | i | 4% | -10% | -3% | 2% | -4% | 6% | 18% | -2% | i
17: CC(N=Cc1c(O)[nH]c(=O)[nH]c1=O)c1ccccc1 (stereo unspecified)
→ . | . | -5%[7.66 µM] | -6%[11.4 µM] | 0% | -8%[11.4 µM] | 0% | -1% | -1% | -7%[11.4 µM] | .
18: C=CC(C)=O
→ . | . | . | 12% | -1% | -4% | -3% | . | -3% | ? | .
19: O=C(O)C(=O)Cc1ccc2c(c1)OCO2
→ i | i | . | 1%[11.4 µM] | -5%[11.5 µM] | -13%[11.4 µM] | -6%[11.5 µM] | 1%[11.4 µM] | -14%[11.5 µM] | 8%[11.4 µM] | i
20: CCOC(=O)C1C(=O)N(C)C2(C)CC1c1cc(OC)ccc1O2 (stereo unspecified)
→ i | i | -10% | -7% | 1% | 9% | 3% | 5% | -20% | 2% | ?
21: CC1(C)N(O)C(c2ccc(C(=O)O)cc2)=[N+]([O-])C1(C)C
→ . | . | . | ? | -1% | 2% | -1% | 1% | -13% | -3% | .
22: O=[N+]([O-])c1cc(O)c(O)c([N+](=O)[O-])c1
→ i | i | -2% | ? | -4% | ? | -3% | -22%&-8% | ? | 12%&-13% | ?
23: CCOC(=O)C1CCN(Cc2c(F)cccc2Cl)CC1
→ i | i | 3% | 0% | 0% | 12% | 0% | 5% | -13% | ? | i
24: Clc1ccc(C(c2ccc(Cl)cc2)n2cc[n+](C[C@@H](OCc3ccc(Cl)cc3Cl)c3ccc(Cl)cc3Cl)c2)cc1
→ i | i | 25µM* | 328% | ? | ? | -4% | -2% | ? | -15% | i
25: O=C(C1CCCO1)N1CCC2(CC1)OCCO2 (stereo unspecified)
→ i | i | -7% | -13% | -1% | 0% | -3% | 7% | 28% | 3% | i
26: [N-]=[N+]=NCC(=O)c1c[nH]c(=O)[nH]c1=O
→ i | i | . | -10%[11.4 µM] | 1%[11.5 µM] | -6%[11.4 µM] | 0%[11.5 µM] | 3%[11.4 µM] | 13%[11.5 µM] | 8%[11.4 µM] | i
27: Cc1nn(Cc2ccccc2Cl)c(Cl)c1C(=O)OCC(=O)NCc1ccco1
→ i | i | 3% | 23% | -1% | 3% | -4% | 2% | 4% | 25µM* | i
28: Cn1cc(C(=O)c2ccccc2)c2ccccc21
→ . | . | . | -5% | -1% | -5% | 1% | 1% | 1% | -2% | .
29: COCCOC(=O)C1=C(N)OC(C)=C(C(=O)OC)C12C(=O)Nc1ccccc12 (stereo unspecified)
→ . | . | 1% | -21% | 0% | -5% | -1% | 1% | -20% | 4% | .
30: Cc1c2ccncc2c(C)c2c1[nH]c1ccccc12
→ i | i | 2% | i | ? | -2% | ? | 0%[25.5 µM] | 13% | 5%[25.6 µM] | 1.1e-08M*!

The final three entries of the section above come first, to join the parts:
no. | molecule | Rhodamine fluor | Texas Red fluor | USP2a inhib | Tau fil binding | Casp7 inh | HADH2 inh | Casp1 inh | Luciferase inh | ERK AVP block | HEK293 cAMP ctrl | Fluorescein fluor
28 | Cn1cc(C(=O)c2ccccc2)c2ccccc21 | . | . | . | -5% | -1% | -5% | 1% | 1% | 1% | -2% | .
29 | COCCOC(=O)C1=C(N)OC(C)=C(C(=O)OC)C12C(=O)Nc1ccccc12 (stereo unspecified) | . | . | 1% | -21% | 0% | -5% | -1% | 1% | -20% | 4% | .
30 | Cc1c2ccncc2c(C)c2c1[nH]c1ccccc12 | i | i | 2% | i | ? | -2% | ? | 0%[25.5 µM] | 13% | 5%[25.6 µM] | 1.1e-08M*!
31 | O=c1c2ccccc2[nH]c(=S)n1-c1ccc2c(c1)OCO2 | i | i | -10% | -4% | 1% | -14% | 1% | 0% | -9% | -1% | i
32 | O=c1cccc2n1CC1CC2CN(Cc2cccc(Cl)c2Cl)C1 (stereo unspecified) | i | i | 4% | 18% | 0% | 8% | 1% | 1% | -7% | 21% | ?
33 | CCC(=NCc1ccc2c(c1)OCO2)c1c(O)n(C2CCCCC2)c(=O)[nH]c1=O | i | ? | 41%[activator] | 3% | -10% | -4% | -4% | 0% | -1% | 23% | ?
34 | CC(C)(O)C(=O)Nc1ccc([N+](=O)[O-])c(C(F)(F)F)c1 | . | . | . | -5% | 0% | -4% | -1% | . | -14% | 7% | .
35 | CN(C)CCN=Cc1c(O)n(-c2cccc(C(F)(F)F)c2)c(=O)[nH]c1=O | i | i | 3% | -4% | 0% | 14% | -1% | 1% | -3% | 1% | i
36 | CP(=O)(O)CCCN | i | ? | -5%&-1% | ? | -1%&-2%&1% | 2%&6%&7% | -1%&-2%&0% | 1%&2%&-12% | 0%&16%&7% | ? | ?
37 | Cc1cc(N2C(=O)C3CCCN3C2c2cccc(Cl)c2)no1 (stereo unspecified) | i | i | 5% | 12% | -1% | 0% | -1% | 1% | 31%[activator] | 4% | i
38 | CCCCn1c(O)c(C(C)=Nc2ccc(C(=O)O)cc2)c(=O)[nH]c1=O | i | ? | 1% | -5% | -2% | -2% | -1% | 0% | 0% | 1% | i
39 | Oc1cc(Cl)c(Cl)c(Cl)c1Cl | . | . | . | -2% | -1% | 32µM* | 1% | . | -7% | 40µM* | .
40 | Cc1ccc(N)cc1[N+](=O)[O-] | . | . | . | -29% | 0% | -27% | -4% | . | -1% | -8% | .
41 | Cc1nc2ncnn2c(C)c1CCC(=O)N1CCC2(CC1)OCCO2 | i | i | 3% | 3% | -2% | -3% | 2% | 1% | -8% | 22% | i

Compound activity (PubChem)
